Assay outcomes as filed in PubChem BioAssay.
Kir21 block – inhibitors of mouse Kir2.1 inward-rectifier potassium channel; Inward rectifier potassium channel 2 (Mus musculus), P35561; HEK293-Kir2.1, FluxOR thallium flux fluorescence; stronger effect = lower value; B-score at 10 µM; actives 0.85% (n = 310,000); AID 1672, 2009;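 active means fluorescence ratio B-score at or below minus 3 SD of library scores, with starting-brightness B-score within 2 SD, cut at about -4.2 in these data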;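 further: channel flux triggered by added potassium and thallium sulfate stimulus; B-score of peak minus minimum fluorescence over baseline after thallium stimulus; more negative B-score means stronger Kir2.1 block with less thallium influx; some compounds called inactive have numbers as strong as hits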
Target sequence (P35561 whole entry, looked up): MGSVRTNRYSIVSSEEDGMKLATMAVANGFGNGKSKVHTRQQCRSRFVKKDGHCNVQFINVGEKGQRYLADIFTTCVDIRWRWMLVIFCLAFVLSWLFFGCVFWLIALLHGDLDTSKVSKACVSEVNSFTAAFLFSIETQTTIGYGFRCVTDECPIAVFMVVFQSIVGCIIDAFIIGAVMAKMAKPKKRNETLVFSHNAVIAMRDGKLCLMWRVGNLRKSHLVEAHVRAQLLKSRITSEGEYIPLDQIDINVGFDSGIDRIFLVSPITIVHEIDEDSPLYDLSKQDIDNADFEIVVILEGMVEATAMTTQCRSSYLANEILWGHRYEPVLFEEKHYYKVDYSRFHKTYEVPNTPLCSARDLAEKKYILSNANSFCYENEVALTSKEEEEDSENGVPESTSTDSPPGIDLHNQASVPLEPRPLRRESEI
KCNQ2 inh – KCNQ2 potassium channel inhibitors, primary screen, cell-based, CHO-K1, FluxOR thallium flux, B-score (AID 2156); Potassium voltage-gated channel subfamily KQT member 2 (Rattus norvegicus), O88943; 20 min; stronger effect = lower value; B-score at 10 µM; actives 1.1% (n = 310,000);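 active means fluorescence ratio B-score at most minus 3 library SDs, with starting brightness B-score within 2 library SDs, cut at about -5.5 in these data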
The depositor's hits bear a star; i = inactive.

cpd | compound | KCNQ2 inh | Kir21 block
1 | O=C(c1cccs1)N1CCCC(c2nc3c(nnn3Cc3ccccc3Cl)c(=O)[nH]2)C1 (stereo not given) | i | -0.98
2 | O=C(OCC(=O)N1CCCC1)c1ccccc1O | i | -0.07
3 | CN(CC(=O)NCCN1CCOCC1)S(=O)(=O)c1ccc(F)cc1 | i | 0.62
4 | COc1cc(CN2CCC(C(N)=O)CC2)ccc1OCc1ccccc1 | i | -0.2
5 | O=C(COc1cccc2cccnc12)N/N=C1\SCC(=O)N1Cc1ccccc1 | i | -0.52
6 | COc1cc(NC(=S)NCCc2ccccc2)c(OC)cc1NC(=O)C(C)C | -5.8* | 1.9
7 | CCOc1ccc(/C=C/C(O)=C2/C(=O)N(C)C3(C)CC2c2ccccc2O3)cc1OC (stereo not given) | i | -0.94
8 | Cc1ccc(NC(=O)CN2C(=O)C3CC=C(Cl)CC3C2=O)cc1 (stereo not given) | i | -0.45
9 | COc1ccccc1NC(=O)C1CCCN(S(=O)(=O)c2ccccc2)C1 (stereo not given) | i | -0.55
10 | COc1cccc(-c2nn(-c3ccccc3)cc2CN(C)Cc2ccon2)c1 | i | 0.51
11 | COc1ccc(N2CC(=O)N(c3ccc(OC)c(OC)c3)CC2=O)cc1OC | i | 1.4
12 | Cc1cccc(N(C(=O)c2nsc(Cl)c2Cl)C(C(=O)NC2CCCC2)c2ccc(O)cc2)c1C (stereo not given) | i | -0.7
13 | CCOc1ccc(-c2cc(C(=O)Nc3ccc4c(c3)OCCO4)c3ccccc3n2)cc1 | -9.1* | 0.05
14 | Cn1c(=O)c(=O)n(C)c2cc(S(=O)(=O)N3CCN(c4cccc(C(F)(F)F)c4)CC3)ccc21 | i | 0.42
15 | Cc1cc(CNC(=O)CC2C(=O)NCCN2Cc2ccccc2)nn1C (stereo not given) | i | -0.01
16 | Cn1c(=O)c2c(ncn2CC(=O)OCC(=O)NC(c2ccccc2)c2ccccc2)n(C)c1=O | i | 1.6
17 | CC(C)Cc1nc(SCC(=O)NCC2CCCO2)c2c(=O)n(C)c(=O)n(C)c2n1 (stereo not given) | i | 0
18 | CC(C)NC(=O)Cn1c(SCC(=O)N2CCc3ccccc3C2)nc2ccccc21 | i | 1.4
19 | COCCCNC(=O)C1CCN(C(=O)Nc2ccc(Cl)cc2)CC1 | i | 1.4
20 | NC(=O)COC(=O)CNC(=O)c1ccc(Cl)cc1 | i | -1.7
21 | CC1(c2ccccc2)NC(=O)N(CC(=O)N2CCN(S(=O)(=O)c3ccccc3[N+](=O)[O-])CC2)C1=O (stereo not given) | i | -0.08
22 | Cc1cccn2cc(-c3ccc(S(=O)(=O)N4CCOCC4)cc3)nc12 | i | 0.56
23 | CCc1cc(C(=O)OC)c(NC(=O)C2CC(=O)NN2Cc2ccccc2)s1 (stereo not given) | -5.9* | 0.31
24 | CCC12OC(=N)C(C#N)(C1C)C(C#N)(C#N)C(c1ccccc1)O2 (stereo not given) | i | 1.3
25 | COc1cccc(-c2c(C(=O)N/N=C(\C)c3ccncc3)nnn2-c2nonc2N)c1 | i | 0.39
26 | O=C(O)c1cccc(-c2ccc(/C=N/NC(=O)c3cccnc3)o2)c1 | i | -0.51
27 | CCCc1ccc(OCC(O)CN2CCCC2)cc1 (stereo not given) | i | 1.1
28 | CCOC(=O)c1cc2sccc2n1CC(=O)Nc1ccc(OC)c(OC)c1 | i | 1.6
29 | CCc1ccc(OC(C)C(=O)Nc2ccc(S(=O)(=O)Nc3nccs3)cc2)cc1 (stereo not given) | i | 3.3
30 | O=C(CCC(=O)c1cccs1)c1cccs1 | i | -0.05
31 | Cc1cccc(NS(=O)(=O)c2cccc(C(=O)Nc3cccc(C(=O)O)c3)c2)c1 | i | 2.8
32 | CCOC(=O)c1ccc2c(c1)[nH]c(=S)n2CC | i | -0.45
33 | COc1ccc(CNC(=O)c2ccc3c(c2)N(C)C(=O)CS3=O)cc1 (stereo not given) | i | 0.48
34 | O=C(N/N=C/c1ccco1)c1cc(-c2ccc(Br)s2)[nH]n1 | i | 0.53
35 | CC1CCCN(CCCN2C(=O)C3C(C(=O)Nc4ccc(Cl)cc4)C4C=CC3(O4)C2C(=O)NC2CCCCC2)C1 (stereo not given) | i | -0.36
36 | COc1cc(CNC2CCCc3ccccc32)cc(OC)c1OC (stereo not given) | i | -1
37 | Cc1ccc(C(=O)Oc2ccc(C(=S)N3CCOCC3)cc2)cc1 | i | -1.1
38 | CC(C)CNS(=O)(=O)c1cc2c3c(c1)CC(=O)N3CCC2 | i | -0.23
39 | CC1(c2ccc(OC(F)F)cc2)NC(=O)N(CC(=O)Nc2ccc(F)cc2)C1=O (stereo not given) | i | -0.86
40 | O=C(NCCC1=CCCCC1)c1cnc2n(c1=O)CCS2 | i | -0.43
41 | Cc1ccc(S(=O)(=O)N2CCCCC2)cc1NC(=O)Cn1cnnn1 | i | 0.11
42 | COc1ccc(-n2ncc3c(NCCCN4CCOCC4)ncnc32)cc1 | i | 1.2
43 | CCO[C@H]1OC(C(=O)Nc2ccccc2)=C[C@@H](c2cn(C(C)=O)c3ccccc23)[C@@H]1CCCO | i | 0.58
44 | CC(C)n1c(-c2cccs2)nc2ccccc21 | i | -1.4
45 | O=C(CCN1C(=O)/C(=C\c2ccccc2Cl)SC1=S)N1CCN(c2ccccc2)CC1 | i | -0.79
46 | COc1ccc(C(=O)Nc2cc(OCc3ccccc3)c(Cl)cc2Cl)cc1 | i | 0.34
47 | Cc1cccc(NC(=O)Nc2ccc(C#N)cc2)n1 | i | -0.14
48 | COc1ccc(CC2(C)OC(c3ccc([N+](=O)[O-])cc3)=NN2C(C)=O)cc1 (stereo not given) | -6.2* | -1.8
49 | CCn1nc(C)c(/C=C2\CCCC3=C2OC(N)=C(C#N)C3c2c(C)nn(CC)c2C)c1C (stereo not given) | i | 0.21
50 | Cc1ccc(C(=O)CCC(=O)OCC(=O)Nc2ccc3[nH]c(=O)[nH]c3c2)cc1 | i | -0.74
51 | COC(=O)c1cc2c(C)cc3ccc(C)cn3c-2c1C(=O)OC | i | -2.5
52 | COc1ccc(NC(=S)NCc2cccs2)cc1 | i | 0.41
53 | CCCCOc1ccc(C(=O)Nc2ccc(N3CCN(C(C)=O)CC3)cc2)cc1 | i | -0.25
54 | CC(C)n1c(NCc2ccc(N(C)C)cc2)nc2ccccc21 | i | 1.7
55 | COc1ccccc1NC(=O)NNC(=O)c1ccc2ccccc2c1O | i | 0.03
56 | CCCCn1c(SCC(=O)Nc2cc(C)on2)nnc1-c1cccs1 | i | -0.03
57 | CCN1CCN(C(=S)NC(C)c2ccccc2)CC1 (stereo not given) | i | -0.76
58 | COc1cc(/C=C(\NC(=O)c2ccccc2)C(=O)Nc2cccc(O)c2)c([N+](=O)[O-])cc1OC | i | 0.85
59 | COc1cccc(CNc2ccc(S(=O)(=O)Nc3nccs3)cc2)c1O | i | -1.6
60 | O=C(CCS(=O)(=O)c1ccc(Cl)cc1)Nc1nc(-c2ccncc2)cs1 | i | 0.03

Continued:
cpd | compound | KCNQ2 inh | Kir21 block
61 | COc1ccc(-c2noc(N3CCC(C(=O)Nc4ccccc4OC)CC3)n2)cc1 | i | 1.5
62 | O=C(NCc1ccccc1)c1c(O)c2cccc3c2n(c1=O)CCC3 | i | 1.9
63 | CSc1ccc(/C=C(/NC(=O)c2ccccc2)C(=O)N2CCN(C)CC2)cc1 | i | -0.43
64 | CC(C)CN1C(=O)c2ccc(C(=O)Nc3ccccc3C(=O)O)cc2C1=O | i | -0.32
65 | CN(C)c1nc(OCCNC(=O)Nc2ccccc2)nc(N(C)C)n1 | i | -0.2
66 | Clc1cccc(-c2ccc(CNCCCN3CCOCC3)o2)c1 | i | -2.7
67 | O=c1c2cnn(-c3ccccc3)c2nnn1Cc1ccccn1 | i | -0.51
68 | COCCn1nnnc1CN1CCC(NC(=O)Nc2cccc(OC)c2)CC1 | i | 0.74
69 | O=C(CN1C(=O)c2cccc3cccc(c23)C1=O)NCCN1CCOCC1 | i | 0.94
70 | CCN(CC)S(=O)(=O)c1ccc(NC(=O)COc2nc3ccccc3nc2N2CCOCC2)cc1 | i | 0.22
71 | CCCCN(C(=O)c1cccc(S(=O)(=O)N2CC(C)OC(C)C2)c1)c1c(N)n(CC(C)C)c(=O)[nH]c1=O (stereo not given) | i | -0.16
72 | CCOC(=O)c1sc(NC(=O)CSc2n[nH]c(CC)n2)nc1C | i | 0.88
73 | Cc1nn(C)c(NC(=O)c2ccccc2Cl)c1Br | i | 1.1
74 | COc1cc(CC(=O)N2CCc3ccccc32)cc(OC)c1OC | i | -1.2
75 | Cc1ccc(-n2nc(C)c(C(C)(O)C(F)(F)F)c2N)cc1 (stereo not given) | i | 0.1
76 | CS(=O)(=O)N(CCc1ccccc1)CC(=O)NCc1ccccc1Cl | i | -0.2
77 | CCOc1ccc(S(=O)(=O)Nc2cccc(C)c2)c2cccnc12 | i | -2
78 | O=C(CSc1nc2ccccc2c(=O)n1-c1ccccc1)N1CCN(CCO)CC1 | i | -2.3
79 | Cc1nc2c(oc3ccccc32)c(=O)o1 | i | -3.3
80 | CCOc1ccc(OCC)c(NC(=O)C2CCN(S(=O)(=O)c3c(C)noc3C)CC2)c1 | i | 2
81 | Cc1cc(N2CCCC(C(=O)Nc3cccc(Cl)c3)C2)n2ncnc2n1 (stereo not given) | i | -0.1
82 | COc1cc(OC)c(OC)cc1/C=C(\C#N)C(=O)NCc1cccs1 | i | -0.51
83 | CSC(=NS(=O)(=O)c1ccc(C)cc1)SC | i | 0.58
84 | NS(=O)(=O)c1ccc(CCNC(=O)CSCc2ccccc2)cc1 | i | 0.01
85 | Cc1ccc(OCC(=O)O/N=C(\N)c2ccncc2)cc1C | i | -0.2
86 | Nc1nc(N2CCN(c3cccc(Cl)c3)CC2)n[nH]1 | i | -1.8
87 | CC(C)C(NS(=O)(=O)c1cccc2nsnc12)C(=O)NCc1ccc2c(c1)OCO2 (stereo not given) | i | 1.5
88 | Cc1cc(C)cc(OCC(=O)OCC(=O)NCc2ccco2)c1 | i | 0.11
89 | CSCCC(NS(=O)(=O)c1ccc(Cl)cc1)C(=O)OCC(=O)NC1CCCCC1 (stereo not given) | i | 1.4
90 | COc1ccc(C(NC(=O)C(C)C)c2c(O)ccc3ccccc23)cc1OC (stereo not given) | i | 0.93

Filtered by structure: the entries above with a nitro group on carbon.
cpd | compound | KCNQ2 inh | Kir21 block
21 | CC1(c2ccccc2)NC(=O)N(CC(=O)N2CCN(S(=O)(=O)c3ccccc3[N+](=O)[O-])CC2)C1=O (stereo not given) | i | -0.08
48 | COc1ccc(CC2(C)OC(c3ccc([N+](=O)[O-])cc3)=NN2C(C)=O)cc1 (stereo not given) | -6.2* | -1.8
58 | COc1cc(/C=C(\NC(=O)c2ccccc2)C(=O)Nc2cccc(O)c2)c([N+](=O)[O-])cc1OC | i | 0.85

Later entries:
cpd | compound | KCNQ2 inh | Kir21 block
91 | O=C(NCc1ccccc1Cl)C1CCC(=O)N(C2CCCC2)C1 (stereo not given) | i | 1.1
92 | COCCN(CC(=O)NCC1CCCO1)C(=O)CCC(=O)Nc1cc(C)ccn1 (stereo not given) | i | 0.01
93 | Cc1cccnc1NC(=O)Cn1nc([N+](=O)[O-])cc1C | i | -2
94 | FC(F)Sc1ccc(NC(=S)NCC2CCCCC2)cc1 | i | -0.14
95 | O=C(c1cccs1)N1CCN(c2ncccn2)CC1 | i | 0.89
96 | Cc1cc(C)cc(NC(=O)OCCN2CCN(Cc3ccccc3)CCC2=O)c1 | i | 0.97
97 | Cn1c(-c2ccccc2)c[n+]2c1CCCCC2 | i | -0.94
98 | COc1ccc(N2CCN(C(=O)c3cc(=O)c4cc(C)cc(C)c4o3)CC2)cc1 | i | 0.01
99 | Cc1ccc(C2CCN(C(=S)Nc3cccc(Cl)c3)C2)cc1 (stereo not given) | i | -2.1
100 | O=P(O)(O)c1cc(-c2ccccc2)oc1-c1ccccc1 | i | -2.4
101 | CCn1cc(C(=O)NCc2ccc(C)cc2)c(=O)c2cc(S(=O)(=O)N(C)C)ccc21 | i | -0.1
102 | COc1ccc(C2=NN(CC(=O)Nc3cc(C)ccc3C)C(=O)CC2)cc1 | i | -2.5
103 | Nc1ccc(C(=O)N/N=C/c2cccc(Oc3ccccc3)c2)cc1 | i | -11*
104 | Cc1ccc(CCNC(=O)C(C)n2nc(C)c3c(C)n(-c4ccccc4)nc3c2=O)cc1 (stereo not given) | i | 1.3
105 | Cc1cc(C(=O)NC(C)c2ccncc2)cs1 (stereo not given) | i | -0.34
106 | Cc1cccc(CC2S/C(=N/c3ccccn3)NC2=O)c1 (stereo not given) | i | 0.54
107 | CCOC(=O)C1CCN(C(=O)Nc2ccc(C)c(Cl)c2)CC1 | i | 1.5
108 | COc1ccc(-c2sc3ccccc3c2C#CCO)cc1 | i | 0.39
109 | Cc1ccc(NC(=O)CC(NCCN2CCOCC2)C(=O)O)cc1Cl (stereo not given) | i | 0.46
110 | COc1cc2c(C(=O)N3CCN(c4ccccc4C)CC3)c(C)oc2cc1Br | -11* | -0.3
111 | COCC(C)NC(=O)CSc1nc2ccccc2c(=O)n1CCc1ccc(S(N)(=O)=O)cc1 (stereo not given) | i | 1.2
112 | CCCC(CCC)C(=O)Nc1cccc(C(=O)O)c1 | i | 2
113 | CCO[C@H]1OC(C(=O)NCc2ccccc2)=C[C@@H](C2CC2)[C@@H]1CCCO | i | -2.5
114 | COC(=O)C1CCN(C(=O)c2ccc3nc(-c4cccc(OC)c4)oc3c2)CC1 | i | -0.58
115 | Cc1ccc(-n2c(-c3ccccc3)c[n+]3c2CCC3)cc1 | i | -0.41
